# Screening results as filed in PubChem.
# Bim-Bfl-1: inhibitors of Bim-Bfl-1 interaction, human. Q16548. Bead-based flow cytometry, Bim-Bfl-1 binding inhibition. inhibition, % at 10 µM. actives 0.12% (n = 190,000);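 note: 0% = wells without compound plus tracer and 100% = blocker peptide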
# RGS7-Gao: regulators of human RGS7-Galphao interaction; P09471; Multiplexed bead flow cytometry, RGS7-Galphao binding; actives lie on both sides; binding response (% of control), % at 10 µM; actives 0.35% (n = 220,000); in the data active = binding response below about 49% or above about 150%; inconclusive = no clear call, values can overlap the other calls; inactive = in between;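 note: fluorescent Galphao held in activated GDP-AlF4 state binding bead-coupled RGS7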
# Bcl-W Bim block: human Bim-Bcl-W interaction inhibition; Q92843; inhibition, % at 10 µM; actives 0.02% (n = 190,000); bead-based flow cytometry, Bim peptide-Bcl-W binding; AID 952;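 note: 0% = bound tracer without compound and 100% = peptide blocker; higher means less fluorescent Bim peptide bound to Bcl-W beads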
# Target sequence (Q92843 whole entry, looked up): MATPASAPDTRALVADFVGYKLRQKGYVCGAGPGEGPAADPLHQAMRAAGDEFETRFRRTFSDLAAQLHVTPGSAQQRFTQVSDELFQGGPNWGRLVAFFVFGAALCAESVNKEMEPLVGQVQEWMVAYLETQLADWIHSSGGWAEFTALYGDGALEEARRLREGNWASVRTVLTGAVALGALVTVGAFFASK
# ABCG2 inh: blocks JC-1 efflux by human ABCG2 transporter. IgMXP3 cells, flow cytometry. inhibition, % at 6.6 µM. actives 0.1% (n = 190,000);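 active = inhibition above 80%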;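 note: 0% = DMSO and 100% = nicardipine control wells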
#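 Incubation: cells with compound and JC-1, 10 min at 25 °C, rotating, no wash / Test system: IgMXP3 (ABCG2) plus far-red-tagged CCRF-Adr (ABCB1) cells / Compound dosing: one concentration, 6.6 µM final / Also added: JC-1 fluorescent substrate / Evaluation: efflux inhibition in percent versus controls / Detection: flow cytometry, 530 nm JC-1 signal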
# RGS4-Gao reg: modulates binding of RGS4 to human Galphao; actives 0.33% (n = 220,000); P09471; binding response (% of control), % at 10 µM; Multiplexed bead flow cytometry; actives lie on both sides; in the data active = binding response below about 49% or above about 150%; inactive = in between;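 note: fluorescent Galphao activated with aluminum fluoride binding bead-coupled RGS4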
# Bcl-XL Bim block: human Bim-Bcl-XL interaction inhibition; AID 1007; actives 0.04% (n = 190,000); inhibition, % at 10 µM; Q07817; Bim peptide-Bcl-XL binding, bead flow cytometry, fluorescence
# Target sequence (Q07817 whole entry, looked up): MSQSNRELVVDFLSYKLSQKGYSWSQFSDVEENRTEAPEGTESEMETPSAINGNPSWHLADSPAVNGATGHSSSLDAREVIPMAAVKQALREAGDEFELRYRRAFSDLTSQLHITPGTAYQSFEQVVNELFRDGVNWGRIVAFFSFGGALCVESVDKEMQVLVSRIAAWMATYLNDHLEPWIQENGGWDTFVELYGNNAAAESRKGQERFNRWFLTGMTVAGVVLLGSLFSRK
# RGS8-Gao: regulators of human RGS8-Galphao interaction; multiplexed bead flow cytometry, RGS8-Galphao binding; actives lie on both sides; response (percent of control binding), % at 10 µM; actives 0.34% (n = 220,000); AID 1423; in the data active = response below about 60% or above about 140%; inactive = in between;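 note: Galphao activated as the GDP aluminium fluoride complex binding bead-coupled RGS8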
# Bim-Bcl-2: human Bim-Bcl-2 interaction inhibition | P10415 | Bead-based flow cytometry, Bim peptide-Bcl-2 binding | inhibition, % at 10 µM | actives 0.06% (n = 190,000); in the data active = inhibition above about 40%; inconclusive = no clear call, values can overlap the other calls;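 note: 0% = no compound wells with probe peptide and 100% = reference peptide inhibitor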
# Target sequence (P10415 whole entry, looked up): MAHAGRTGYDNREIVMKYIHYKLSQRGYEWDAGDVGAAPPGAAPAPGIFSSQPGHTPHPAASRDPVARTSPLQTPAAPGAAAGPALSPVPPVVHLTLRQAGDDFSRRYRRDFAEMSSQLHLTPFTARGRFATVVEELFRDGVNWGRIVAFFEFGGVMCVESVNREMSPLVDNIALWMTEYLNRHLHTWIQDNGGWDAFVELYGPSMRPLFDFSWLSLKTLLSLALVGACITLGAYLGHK
# GSH fluor: compound fluoresces at 488/530 nm on GSH beads. GSH beads flow cytometry, compound fluorescence 488/530 nm; hits give high values. fluorescence (KMESF) at 10 µM. actives 0.25% (n = 190,000). AID 1776; in the data active = fluorescence above about 89;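 note: glutathione beads carrying GST-tagged Bcl family fusion proteins plus one bare bead set; values are compound well signal with DMSO vehicle wells as background; inactives centre near 16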
# Bim-Bcl-B: disrupts Bim peptide binding to human Bcl-B; inhibition, % at 10 µM; AID 951; actives 0.073% (n = 190,000); bead-based flow cytometry; Q9HD36;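 note: 0% = tracer peptide without compound and 100% = reference inhibitor peptide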
# Target sequence (Q9HD36 whole entry, looked up): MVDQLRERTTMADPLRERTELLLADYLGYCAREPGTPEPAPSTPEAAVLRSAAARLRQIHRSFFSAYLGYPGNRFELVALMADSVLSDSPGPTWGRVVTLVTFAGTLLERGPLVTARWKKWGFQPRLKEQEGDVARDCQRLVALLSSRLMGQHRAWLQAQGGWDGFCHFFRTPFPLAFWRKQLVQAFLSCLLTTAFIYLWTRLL
# ABCB1 inh: blocks JC-1 efflux by human ABCB1 transporter. P08183. CCRF-Adr cells, flow cytometry. inhibition, % at 6.6 µM. actives 0.067% (n = 190,000); in the data active = inhibition above about 40%;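 note: 0% = vehicle and 100% = reference inhibitor; higher value means more JC-1 retained so stronger ABCB1 efflux block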
# Active calls of the source: *; ? = inconclusive; nt = not tested or not shown. Cut-off read from the data, not from the text of the source, unless noted: active = inhibition above about 40%. Compounds as they come; about 1.1% have a hit in one of these screens.
SMILES,Bim-Bfl-1,RGS7-Gao,Bcl-W Bim block,ABCG2 inh,RGS4-Gao reg,Bcl-XL Bim block,RGS8-Gao,Bim-Bcl-2,GSH fluor,Bim-Bcl-B,ABCB1 inh
CCc1ccc(-n2c(SCC(=O)Nc3cccc(S(=O)(=O)NC4=NCCCCC4)c3)nc3ccccc3c2=O)cc1,-1,93,-4,6,92,-3,78,-1,4,-5,1.7
CC(=O)Nc1ncc(Cc2cccc(Cl)c2)s1,-6,96,-1,10,99,-1,99,-4,11,-1,0.0
CCc1ccc(-c2csc(-c3c[nH]c4ccccc34)n2)cc1,4,102,-1,6,104,-2,103,-6,11,-3,-0.1
CCN1CCN(c2nc3ccccc3nc2C(C#N)C(=O)OC2CCCCC2)CC1 (stereo not drawn),-3,112,-3,5,107,-1,123,-3,17,0,2.0
O=C(CCc1ccccc1)Nc1ccc(N2CCOCC2)c(Cl)c1,0,102,-1,15,105,-5,102,1,15,-3,0.8
NS(=O)(=O)c1ccc(N2N=C(c3ccccc3)CC2c2ccccc2)cc1 (stereo not drawn),-7,105,-5,-4,103,-8,102,-3,12,-9,-0.7
Cc1ccc(NC(=O)c2oc(=O)c3ccccc3c2-c2ccccc2)c(C)c1,3,99,-1,60,105,-1,86,0,3,-5,5.6
CCCN(CCC)C(=O)Cn1c(=O)c2ccccc2n2c(=S)sc(-c3ccccc3C)c12,-11,103,-1,-9,102,-4,101,1,10,-15,0.1
Cc1cc(CCN2CCC(=O)NC2=O)ccc1OC(C)C,-5,105,0,1,110,-3,110,-5,15,-10,0.3
COc1ccc(/C=C/C(=O)NCCc2ccc(S(N)(=O)=O)cc2)cc1,-5,96,-2,2,99,-2,99,-3,10,-6,-0.3
CCCc1ncc(C(O)c2ccccc2OC)n1C (stereo not drawn),-2,102,1,0,101,1,100,-6,23,-10,-0.2
COc1ccc(NC(=O)N2CCC(c3ccccc3)C2)c(OC)c1 (stereo not drawn),-7,104,0,0,106,-1,103,-4,22,-5,0.2
CCn1c(=O)c2cc(S(=O)(=O)NCc3ccccc3)ccc2n(CC)c1=O,-19,101,-1,13,101,-5,97,-8,25,-10,2.9
CCOC(=O)c1c(C)c(-c2ccccc2)n(CC(=O)N2CCCC2)c1C,-13,105,-5,1,101,-6,102,-9,13,-9,0.5
O=C(c1cc(-c2ccc(Cl)c(Cl)c2)on1)N1CCN(c2ccccc2)CC1,3,104,5,0,109,0,100,0,14,4,-0.1
S=C(Nc1ccc(Cl)cc1)Nc1cccc2cnccc12,2,99,0,15,98,-5,100,-4,22,-2,1.4
NC1=NC(=O)/C(=C\C=C\c2ccccc2)S1,-9,102,-7,14,102,-8,104,-8,18,-4,0.1
COc1ccc(CC2(CO)CCN(CC3=Cc4cc(Cl)ccc4OC3)CC2)cc1,-3,71,-2,2,70,-2,79,-3,12,-2,1.1
O=C1CNC(=O)/C1=C/c1ccc(O)cc1,0,98,-2,2,102,-1,100,0,29,-5,0.1
Cc1ccc(C(=O)NCCN2C3=NC[C@H](C(C)C)N3C[C@H]2Cc2ccc(O)cc2)cc1Br,-6,102,-2,1,99,-4,100,-2,20,-11,0.8
CC(C)NC(=O)CSc1nnc(-c2ccncc2)n1-c1ccccc1,-10,102,2,2,105,-2,100,-12,11,-11,0.4
O=C1OC2CC3CC1CC(O)(C3)C2 (stereo not drawn),1,104,-2,2,106,-1,99,-2,16,0,0.8
CCc1c(C)c(C#N)c2nc3ccccc3n2c1N(C)C,-4,98,4,0,99,1,99,-3,7,-3,0.4
Nc1cc(S(=O)(=O)N2CCCCC2)ccc1Oc1ccc(Cl)cc1,-4,?,-1,4,102,-1,99,-1,13,4,-0.2
CC(C)(C)C(=O)N1CCN(c2ccc(Cl)cc2[N+](=O)[O-])CC1,0,99,-4,21,102,-5,103,-3,9,-6,2.5
COC(=O)c1cscc1NC(C)=O,-9,97,0,4,97,-4,101,-9,32,-6,0.8
Cc1nc2cc(NCc3nc4ccccc4n3Cc3ccccc3)ccc2n1C,-4,102,-2,1,101,-1,103,-3,23,-3,0.6
O=C(N/N=C/c1ccccc1C(=O)O)c1ccc(COc2cccc3cccnc23)cc1,1,96,0,1,95,-1,102,0,8,2,-0.2
COc1ccc(NC(=O)c2ccc(COc3ccccc3Br)o2)cc1OC,0,94,0,6,96,0,99,-1,14,0,1.1
O=C(Nc1ccc2cn[nH]c2c1)c1ccc(Cl)c(S(=O)(=O)N2CCOCC2)c1,-3,106,-3,3,113,-2,105,2,10,0,-0.5

# Arranged by heavy-atom count (falling): some entries from above.
SMILES,Bim-Bfl-1,RGS7-Gao,Bcl-W Bim block,ABCG2 inh,RGS4-Gao reg,Bcl-XL Bim block,RGS8-Gao,Bim-Bcl-2,GSH fluor,Bim-Bcl-B,ABCB1 inh
Cc1nc2cc(NCc3nc4ccccc4n3Cc3ccccc3)ccc2n1C,-4,102,-2,1,101,-1,103,-3,23,-3,0.6
CC(C)NC(=O)CSc1nnc(-c2ccncc2)n1-c1ccccc1,-10,102,2,2,105,-2,100,-12,11,-11,0.4
O=C1OC2CC3CC1CC(O)(C3)C2 (stereo not drawn),1,104,-2,2,106,-1,99,-2,16,0,0.8

# (next part)
SMILES,Bim-Bfl-1,RGS7-Gao,Bcl-W Bim block,ABCG2 inh,RGS4-Gao reg,Bcl-XL Bim block,RGS8-Gao,Bim-Bcl-2,GSH fluor,Bim-Bcl-B,ABCB1 inh
C[C@H](N)c1nnc(SCC(=O)N(C)C)o1,0,101,0,1,100,-3,99,-2,17,-3,0.3
Cc1cccc(Oc2ccccc2NC(=O)c2cnccn2)c1,-10,96,2,17,95,-2,97,-2,33,-3,0.6
Cc1ccc(S(=O)(=O)N2CC=C(C(=O)NCc3ccccc3)CC2)cc1,1,108,-1,17,98,-5,98,1,15,-15,1.8
O=C(O)c1ccc(S(=O)(=O)c2ccc3c(c2)C(=O)N(Cc2ccco2)C3=O)cc1,-1,103,0,0,101,1,100,4,27,-2,-0.6
CCN1CN(Cc2ccco2)CNC1=S,-1,101,-1,0,102,0,94,-1,7,-4,-0.1
Cc1ccc(NC(=O)c2cc(C)nn2-c2ccccc2)cc1,-10,102,-1,6,101,-1,108,-5,13,-3,0.4
CCOC(=O)N1CCC(NC(=O)c2cc(S(=O)(=O)N3CCC4(CC3)OCCO4)ccc2F)CC1,-28,101,-2,0,101,-12,104,-6,30,-11,0.1
Cc1oc(-c2cc(F)cc(F)c2)nc1CN1CCSCC1,-5,?,-3,7,101,-6,99,-4,12,-5,1.6
Cc1ccc2cc3c(N)c(C(=O)N4CC(=O)Nc5ccccc54)sc3nc2c1,1,101,1,4,102,-1,102,-1,14,-1,0.3
Cc1ccc(C2CC(=O)C(C=NCCN3CCN(C(=S)Nc4ccc(F)cc4)CC3)=C(O)C2)cc1 (stereo not drawn),-2,106,-4,6,102,-5,100,-3,12,-3,0.7
O=C(CSC1CCCCC1)Nc1ccccc1Br,8,94,6,6,93,8,94,4,10,3,1.2
COc1ccccc1N1CCN(C(=O)c2cc(C3CC3)on2)CC1,-13,97,-7,5,96,-11,99,-7,14,-12,0.8
CO/N=C(\CS(=O)(=O)Cc1ccc(OC)cc1)c1ccc(Cl)cc1,0,99,-1,1,100,-2,99,0,23,-7,0.7
COc1cc2c(OC(C)=O)c3c(c(-c4ccc5c(c4)OCO5)c2cc1OC)C(=O)OC3,2,104,2,12,100,-1,100,3,24,0,2.9
CN1CCN(NC(=O)CSc2ccc(Cl)cc2Cl)CC1,-8,57,-2,1,54,-7,83,-3,16,-2,0.5
CC(C)CNC(=S)NNC(=O)c1nn(C)cc1Cl,-3,102,-3,0,98,-2,96,-4,15,-1,-0.3
CSc1ccccc1C(=O)Nc1ccccc1C(=O)N1CCCC1,-4,99,-1,2,100,2,102,-2,9,-3,0.3
CC(C)c1ccccc1OCCNC(=S)NC(=O)c1cccnc1,-6,?,-3,51,104,-7,100,-1,15,-3,2.8
COc1ccc(CC2(CO)CCN(Cc3ccc4nsnc4c3)CC2)cc1,0,96,2,0,101,-4,101,1,10,0,0.1
Cc1ccc(C(=O)N2CCc3ccccc32)cc1NC(=O)c1ccco1,-5,?,-1,3,99,-1,99,-2,15,-4,0.6
O=C(NCC1CCCO1)c1c(O)c2c([nH]c1=O)CCCC2 (stereo not drawn),-1,93,-2,3,90,-3,100,0,11,-3,0.4
COc1cccc(-c2cc(C(=O)Nc3ccccc3SC)no2)c1,-15,101,-1,9,101,-5,99,-7,22,-8,0.1
Cc1cc(NC(=O)c2ccco2)ncc1NC(=O)CCc1ccccc1,-10,79,1,5,88,-2,95,-10,12,-7,0.4
COC(=O)CSC1=C(C#N)C(c2ccccc2OC)C(C(=O)OC)C(=O)N1 (stereo not drawn),0,111,-1,1,105,0,110,-2,17,-3,0.0
O=C(CSc1nc2cc(Cl)ccc2s1)N1CCN(C(=O)c2ccco2)CC1,-2,100,-1,3,102,-1,98,-3,24,-1,0.2
COC(=O)c1cccc(NC(=O)CSc2nc(=O)cc(N)n2-c2ccccc2)c1,-1,99,-2,-1,89,0,98,-4,10,2,0.1
CC(C)(C)NC(=O)COC(=O)c1ccccc1Nc1ccc(SC(F)F)cc1,-5,100,-8,9,98,-9,101,-4,11,-9,0.1
CNC(=O)c1csc(-c2ccc(C)cc2)n1,-17,102,-3,9,102,-7,100,-4,37,-12,0.2
Cc1ccc(CSCCNC(=O)c2ccc(C)cc2)cc1,-3,101,0,4,102,0,104,-3,10,-4,0.1
O=C(/C(=C/O)N=Nc1ccccc1)c1ccncc1,-7,96,-1,4,97,-6,100,-8,10,-8,0.2
CN1CC=C2C(C#N)=C(N)C(C#N)(C#N)C(c3cccc(Cl)c3Cl)C2C1 (stereo not drawn),-1,101,0,0,100,-2,100,-2,10,29,0.1
Cc1ccc(OCC(=O)NNC(=O)Cn2nnc(-c3ccccc3)n2)cc1,-2,97,2,1,102,0,101,-4,25,-1,0.4
O=C(Nc1nnc(SCc2ccccc2)s1)c1cccs1,-10,99,3,3,103,-10,103,-8,53,-7,0.2
CCCCCOC(=O)c1ccc(OC(=O)c2cncc(Br)c2)cc1,-3,96,-2,2,97,3,98,-3,8,0,0.1
C/C(=N/NC(=O)CNc1ccc(C)cc1)c1ccc(Cl)cc1,-7,nt,0,0,nt,-3,nt,-7,18,-8,0.0
Cc1nn(C)c(C)c1CNC(=O)c1cc2n(n1)C(C(F)(F)F)CC(c1cccs1)N2 (stereo not drawn),-15,105,0,2,105,-19,106,-12,28,-7,0.5
Cc1ccc(CNC(=O)CCS(=O)(=O)c2ccc(C)cc2)cc1,-3,80,-5,1,77,-4,99,-3,18,-2,0.8
CCOc1ccc(S(=O)(=O)c2c(C(=O)c3ccc(C)cc3)cnc3cc4c(cc23)OCCO4)cc1,-9,99,-2,-3,102,-7,97,-8,15,-2,1.6
